# High-throughput results deposited in PubChem by several laboratories.
# INS promoter inh: inhibitors of insulin promoter-driven GFP, primary screen, imaging, TRM-6 cells (human fetal islet line), eGFP reporter, cell count; reporter expression induced with tamoxifen; inhibition, % at 2 µM; 130,000 tested, 0.9% active; AID 1273, 2008;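 active = inhibition above the mean plus 3 SD, with well images judged a real hit on visual review, cut at about 60% in these data, passing the limit was not always enough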
# SDO1 yeast rescue: growth rescue of sdo1-depleted yeast, primary screen, S. cerevisiae, bone marrow failure model | S. cerevisiae sdo1-depleted JHY4D growth rescue, OD600 30 h; hits give high values; pdr5 snq2 efflux-pump mutant strain | z-score at 10 µM | 140,000 tested, 0.21% active | AID 817, 2007;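 active = z-score above 3 at both the 24 hr and the 30 hr optical density reads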;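 also: z-score against mean and SD of all compound wells on the same plate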
# SDO1 yeast rescue Rescue 24 h: further read-out of SDO1 yeast rescue, marked with its call; z-score; S. cerevisiae sdo1-depleted JHY4D growth rescue, OD600; measured here: growth rescue at 24 h;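 0 is the plate mean of compound wells and units are plate SD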
# Numbers without * were called inactive; . = not tested or not shown. The list is partial; the hit share may differ from the screen's.
SMILES,INS promoter inh,SDO1 yeast rescue,SDO1 yeast rescue Rescue 24 h
Cc1ccccc1N1CCN(c2ncnc3scc(-c4cccs4)c23)CC1,40,-1.1,-0.82
COc1ccc(S(=O)(=O)N(CC(=O)NCc2ccco2)c2ccccc2)cc1OC,.,-0.2,-0.78
N#Cc1ccc(C(=O)Nc2nnc(-c3ccco3)o2)cc1,-44,.,.
Cc1onc(-c2c(F)cccc2Cl)c1C(=O)N1CCCc2ccccc21,.,-0.5,0.07
O=C(/C=C/c1cccc(Cl)c1)N1CCC(Cc2ccccc2)CC1,-42,-1.5,-1.1
CCOC(=O)C1(C)C=C(Nc2ccc(O)cc2)C(=O)N1c1ccc(O)cc1 (stereo not given),-53,2,-0.29
COc1ccccc1C(=O)N/N=C/c1ccc(Cl)s1,27,-0.7,-1.7
COc1ccc(-c2cc(C(=O)Nc3c(C)nn(Cc4ccc(Cl)cc4)c3C)no2)cc1,-14,-2.1,-0.61
CCn1c(=O)c(C(=O)CN(C)Cc2cccc(OC)c2OC)c(N)n(Cc2ccccc2)c1=O,-31,0.47,-1.1
O=C(NCc1ccccc1F)c1ccc(S(=O)(=O)Nc2cccc(C(F)(F)F)c2)cc1,.,-0.76,-1
COc1cccc(C2=NOC(C(=O)Nc3cccnc3)C2)c1 (stereo not given),45,-0.11,-0.89
Cc1occc1C(=O)Nc1cc(C(F)(F)F)ccc1Cl,-3,1.1,1.1
O=S(=O)(c1ccc(F)cc1)N1CCN(c2ccccc2)CC1,25,-0.55,-1.1
O=C(COn1nnc2ccc(C(F)(F)F)cc21)Nc1nnc(-c2ccccc2)o1,9,-0.95,-0.31
Cc1cc(C)nc(SCC(=O)N/N=C/c2cccn2-c2ccc(O)cc2)n1,-106,0.75,0.3
C=CCn1c(CCNC(=O)c2cccs2)n[nH]c1=S,31,0.7,0.58
Cn1c(=O)c2c(ncn2Cc2cccc(Cl)c2)n(C)c1=O,.,1,2.6
CCOC(=O)N/N=C\c1ccc(OC(=O)c2ccco2)cc1,33,.,.
Cc1ccc(Oc2nc(-c3ccccc3)ncc2S(=O)(=O)c2ccc(C)cc2)cc1,-10,0.87,2.2
CNC(=S)N/N=C/c1ccc(N2CCOCC2)s1,-58,.,.
COc1ccc(C2C(C#N)=C(/N=C/N3CCN(C)CC3)OC3=C2C(=O)CC(C)(C)C3)cc1OC (stereo not given),19,-0.07,0.14
COc1ccc(OC)c(NC(=O)CS(=O)(=O)Cc2nc(-c3ccccc3C)oc2C)c1,.,1.5,0.86
CCOC(=O)N1CCN(C(=O)c2ccccc2NC(=O)c2ccc(C(C)(C)C)cc2)CC1,-38,0.01,0.07
S=c1[nH]ncn1/N=C/c1ccc(N2CCOCC2)cc1,.,-0.21,-0.2
Cc1ccc2nc(SCc3cccc([N+](=O)[O-])c3)nc(C)c2c1,.,-1.2,-1.1
# (continued)
SMILES,INS promoter inh,SDO1 yeast rescue,SDO1 yeast rescue Rescue 24 h
C=CCn1c(Sc2ccccc2)nc2c1c(=O)[nH]c(=O)n2C,-477,-0.2,-0.4
COc1ccc(F)cc1S(=O)(=O)Nc1cccc(C(=O)O)c1,.,0.92,0.67
O=C(O)CCC(NC(=O)c1cncc(O)c1)C(=O)O (stereo not given),-35,1,0.81
CCN(CC)C(=O)Cn1cnc2sc(C(=O)N3CCN(c4ccc(OC)cc4)CC3)c(C)c2c1=O,27,0.1,0.04
COc1cc(-c2c(C#N)c(N)nc3c2CCCC3)cc(OC)c1OC,16,0.02,0.73
COC(=O)C(NC(=O)c1ccc(F)cc1)(Nc1nc(C)cs1)C(F)(F)F (stereo not given),68,0.78,1
C/C(=N\Nc1nc(-c2ccccc2)cs1)c1cccs1,-12,-0.12,1
CC(=O)C1(C)OC(N)=C(C#N)C(c2ccccc2)C1(C#N)C#N (stereo not given),-24,-0.32,-0.66
CC1=CC(C)(C)[N+](C)=CN1c1ccccc1,46,0.27,0.32
O=C(Nc1ccc(-c2nc3cc(NC(=O)c4cccs4)ccc3o2)cc1)c1cccs1,-36,0.39,1.6
COC(=O)c1cc(COc2ccc3c4c(c(=O)oc3c2)CCC4)c(C)o1,-41,-0.81,-0.35
Cc1cc(C)c2cc(C#N)c(NCCOC(=O)c3ccccc3C)nc2c1,-7,0.31,0.12
O=C(NCc1cccnc1)C(=O)NCC1OCCCN1S(=O)(=O)c1ccccc1 (stereo not given),.,2.4,1.6
COc1ccc(CC(=O)N2CCN(C(=O)Cc3ccc(OC)cc3)CC2)cc1,3,0.37,0.15
CCCCCCCSc1nnc(-c2ccccc2N)c(=O)[nH]1,-9,.,.
CC1(C)CC(=O)C(C=NCC2CCN(C(=O)Nc3ccc(Cl)c(Cl)c3)CC2)=C(O)C1,35,0.36,2.4
CCC(C)Sc1nnc(CSc2nc(C)cc(C)n2)n1C (stereo not given),-56,.,.
CCCOC(=O)C1=C(C)NC2=C(C(=O)CCC2)C1c1ccc(N(C)C)cc1 (stereo not given),.,-0.08,-0.71
COc1c([N+](=O)[O-])c(=O)oc2ccccc12,.,0.34,-0.19
CCCS(=O)(=O)N1CCCC(C(=O)NCCCOCC)C1 (stereo not given),.,0.27,-0.03
CCOC(=O)Cc1c[nH]c2ccccc12,.,0.99,1.7
O=C(O)c1ccc(CSCc2c(F)cccc2Cl)o1,.,0.3,-0.01
COc1ccc(-c2cn3cc(Cl)ccc3n2)cc1OC,.,-1.1,-1.2
Cc1cccnc1NC1(C(F)(F)F)N=C(c2ccccc2)NC1=O (stereo not given),-20,1,0.37
CCCC(=O)Nc1c2c(nn1-c1ccc(OC)cc1)CS(=O)C2 (stereo not given),16,2.2,2.3
# Other records.
SMILES,INS promoter inh,SDO1 yeast rescue,SDO1 yeast rescue Rescue 24 h
CCOC(=O)c1c(NC(=O)C2c3ccccc3Oc3ccccc32)sc(C(C)=O)c1C,10,-0.97,0.35
Cc1c(Br)c([N+](=O)[O-])nn1CCCC(=O)NC(C)c1ccccc1 (stereo not given),33,.,.
COc1ccc(/C=C/C(=O)N2CCCc3ccccc32)cc1,-1,-1.3,-0.75
Cc1ccc(C(=O)CSc2nc3ccccc3c(=O)n2-c2ccccc2)s1,-15,-0.5,0.83
O=C1OC(c2ccc(F)cc2)=C/C1=C\c1ccc([N+](=O)[O-])o1,-169,.,.
O=C(Nc1ccccn1)c1nc(-c2ccccc2)n(-c2ccccc2)n1,-127,-1,-0.86
CCC(C)NC(=O)c1[nH]c(C)c(C(=O)OC)c1C (stereo not given),.,1.2,1.2
CC(=O)N1N=C(c2ccc(C)cc2)CC1c1ccco1 (stereo not given),40,.,.
COc1ccc(/C=C(/NC(=O)c2ccccc2)c2nc3ccc(Cl)cc3[nH]2)cc1OC,-25,0.14,-0.02
O=C(NCCN1C(=O)S/C(=C\c2cccs2)C1=O)[C@H](Cc1ccccc1)N1C(=O)c2ccccc2C1=O,-11,-0.25,-0.16
C=CCOC(=O)C1=C(C)OC(N)=C(C#N)C1c1ccc(OC)c(CSc2ccccn2)c1 (stereo not given),.,-1.1,-1.3
Cn1cc(/C=C(\C#N)C(=O)Nc2ncc(Cc3cccc(Cl)c3)s2)c2ccccc21,.,-0.36,-0.11
COc1ccccc1CNC(=S)Nc1ccc2nc(N3CCN(C)CC3)cc(C)c2c1,7,.,.
COc1ccc(/C=N/NC(=O)c2cccc(NC(=O)c3ccccc3Cl)c2)c(OC)c1,-10,.,.
Cc1ccc(C(=O)c2coc3c2C(=O)C(=O)c2ccccc2-3)cc1,52,-2.8,-2.1
COCC(C)N=CC1=C(O)CC(C)(C)CC1=O (stereo not given),9,1.2,0.4
Cc1ccc(C)c(-n2nnnc2SCC(=O)NNC(=O)c2ccco2)c1,-5,.,.
COc1ccc(N(C(=O)COc2ccc(C)cc2)S(=O)(=O)c2ccc(C)cc2)cc1,14,-0.72,-0.21
COc1ccc(/C=C/C(=O)OCC(=O)c2c(N)n(C)c(=O)n(C)c2=O)cc1,-67,0.02,-0.05
CC(C)c1ccc(NC(=O)NC2CCCCC2)cc1,3,-0.28,-0.34
Cc1[nH]c2ccccc2c1/C=C/c1nc2ccccc2c(=O)n1CCO,0,.,.
O=C(CN1C(=O)CCSc2ccccc21)Nc1ccc2c(c1)OCO2,.,0.31,0.81
Cc1c(C(=O)NCCc2ccc3c(c2)OCCO3)oc2ccccc12,0,-0.15,-0.19
COc1cccc(C(=O)NCc2cccnc2)c1,.,0.2,-0.57
CN(C)c1ccc(C(CC(=O)c2ccccc2)C2CCCCC2=O)cc1 (stereo not given),.,-0.58,-0.25
# Next records:
SMILES,INS promoter inh,SDO1 yeast rescue,SDO1 yeast rescue Rescue 24 h
Cc1cc(Cl)ccc1OCc1nc(-c2ccc(O)cc2)n[nH]1,-271,-1.3,-0.45
O=C(CCN1C(=O)c2ccccc2C1=O)Oc1ccc2ccccc2c1,-21,-1.4,-0.41
COc1ccc(NCC(=O)Nc2ccc(Cl)cc2C)c(OC)c1,-83,0.07,-0.36
O=C1CC(N2CCN(c3nc4ccccc4s3)CC2)C(=O)N1c1ccc(F)cc1 (stereo not given),38,-0.93,-0.93
N#CC1(Cc2ccc([N+](=O)[O-])cc2)c2ccccc2C=CN1C(=O)c1ccccc1 (stereo not given),-28,-0.85,0.24
CCCCn1cnc2c1c(=O)n(C)c(=O)n2C,20,-0.54,-1.1
Cc1nc([N+](=O)[O-])c(N2CCN(C)CC2)n1Cc1ccccc1,6,1.1,0.77
O=C(c1ccc(Cl)nc1)N1CCc2ccccc2C1,17,1.2,1
Cc1ccc(NC(=O)c2c(-c3ccccc3)noc2C)nc1,19,-0.2,-0.5
Cc1ccc(S(=O)(=O)CC2CSc3nnc(C)c(=O)n32)cc1 (stereo not given),62,0.9,0.63
Cc1[nH]nc(SCC(=O)N2CCCCC2)c1[N+](=O)[O-],-38,0.85,0.23
CCOc1ccccc1N(CC(=O)Nc1ccc(C)cc1)S(C)(=O)=O,.,-0.27,0.73
CCN(CC)CCNC(CC(=O)Nc1ccc(Cl)cc1Cl)C(=O)O (stereo not given),94*,1.9,2.4
O=C(Nc1nnc(COc2ccccc2)s1)c1ccco1,.,-1.3,-0.84
CC(OC(=O)C1=COCCO1)C(=O)Nc1ccc(Oc2ccccc2)cc1 (stereo not given),-27,-0.02,-0.69
CCOC(=O)c1[nH]c(C)c(C(=O)N(C)Cc2ccccc2)c1C,.,1.4,1.5
COc1ccc(N2CCN(C(=O)Cc3nn(C)c(=O)c4ccccc34)CC2)cc1,-8,0.6,-0.01
O=C(CCn1cccc1)NCCc1ccc(Cl)cc1,14,-0.67,-0.11
CCOC(=O)/C=c1\s/c(=C\c2c(OC)ccc3ccccc23)c(=O)n1CC(=O)NCC1CCCO1 (stereo not given),-17,-0.02,0.17
Cc1cc(-c2nnc(SCC(=O)c3ccc(F)cc3)o2)no1,17,-0.18,-0.08
CCCCOC(=O)Nc1ccc(S(=O)(=O)Nc2nc(C)cc(C)n2)cc1,-37,-0.27,-0.03
NC(=O)C[C@H]1NC(=O)[C@H](CCC(=O)O)NC(=O)c2cc([N+](=O)[O-])cc(I)c2NCCC[C@@H](C(N)=O)NC1=O,23,0.26,-0.56
N#CC(C#SN)=C1CCCCC1,.,-0.2,-0.43
CC1(C)Cc2noc(N)c2C(C)(C)N1OC(=O)c1scc2c1OCCO2,-57,0.15,-0.11
CCCC(=O)Nc1nc(-c2ccc3c(c2)CCN3S(C)(=O)=O)cs1,-29,-0.41,-0.37
# The list continues:
SMILES,INS promoter inh,SDO1 yeast rescue,SDO1 yeast rescue Rescue 24 h
CCCC(=Nc1ccccc1OC)C1=C(O)CC(c2ccccc2)CC1=O (stereo not given),33,-1.5,-0.33
CCNC(=S)NNC(=O)c1csc2c1CCCC2,.,-0.19,-0.37
COC(=O)C(NC(C)=O)(Nc1nc2c(C)cc(C)cc2s1)C(F)(F)F (stereo not given),17,0.41,0.62
Cc1ccc2oc(-c3ccc(NC(=O)CC(C)C)cc3)nc2c1,9,-0.89,-0.97
NS(=O)(=O)c1cccc(NC(=O)CSc2nc3ccc(Cl)cc3[nH]2)c1,-42,.,.
CCCc1cc(C(=O)Nc2cc(C)nn2-c2ccccc2)no1,.,-0.2,-0.49

# Structures listed so far containing a furan ring, fused or not (12):
SMILES,INS promoter inh,SDO1 yeast rescue,SDO1 yeast rescue Rescue 24 h
COc1ccc(S(=O)(=O)N(CC(=O)NCc2ccco2)c2ccccc2)cc1OC,.,-0.2,-0.78
N#Cc1ccc(C(=O)Nc2nnc(-c3ccco3)o2)cc1,-44,.,.
Cc1occc1C(=O)Nc1cc(C(F)(F)F)ccc1Cl,-3,1.1,1.1
CCOC(=O)N/N=C\c1ccc(OC(=O)c2ccco2)cc1,33,.,.
COC(=O)c1cc(COc2ccc3c4c(c(=O)oc3c2)CCC4)c(C)o1,-41,-0.81,-0.35
O=C(O)c1ccc(CSCc2c(F)cccc2Cl)o1,.,0.3,-0.01
O=C1OC(c2ccc(F)cc2)=C/C1=C\c1ccc([N+](=O)[O-])o1,-169,.,.
CC(=O)N1N=C(c2ccc(C)cc2)CC1c1ccco1 (stereo not given),40,.,.
Cc1ccc(C(=O)c2coc3c2C(=O)C(=O)c2ccccc2-3)cc1,52,-2.8,-2.1
Cc1ccc(C)c(-n2nnnc2SCC(=O)NNC(=O)c2ccco2)c1,-5,.,.
Cc1c(C(=O)NCCc2ccc3c(c2)OCCO3)oc2ccccc12,0,-0.15,-0.19
O=C(Nc1nnc(COc2ccccc2)s1)c1ccco1,.,-1.3,-0.84
